FLuc modulator: inhibits or activates purified firefly luciferase, miR-21 counter-screen; purified FLuc, Km substrates, luminescence inhibition; Potency, µM (titrated, usually from 57.5 µM), for the others: at the top dose activity change, negative = inhibition, actives largely listed as inhibitors; hit rate 6.9% among 360,000; AID 588342; active = well fitted inhibition curve with a large enough effect; inconclusive = small, poorly fitted or top-dose-only effect;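 also: plate controls were vehicle for no effect and reference inhibitor for full effect; nearly all actives have a fitted effect of over 55% in size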
Target sequence (P08659 whole entry, looked up): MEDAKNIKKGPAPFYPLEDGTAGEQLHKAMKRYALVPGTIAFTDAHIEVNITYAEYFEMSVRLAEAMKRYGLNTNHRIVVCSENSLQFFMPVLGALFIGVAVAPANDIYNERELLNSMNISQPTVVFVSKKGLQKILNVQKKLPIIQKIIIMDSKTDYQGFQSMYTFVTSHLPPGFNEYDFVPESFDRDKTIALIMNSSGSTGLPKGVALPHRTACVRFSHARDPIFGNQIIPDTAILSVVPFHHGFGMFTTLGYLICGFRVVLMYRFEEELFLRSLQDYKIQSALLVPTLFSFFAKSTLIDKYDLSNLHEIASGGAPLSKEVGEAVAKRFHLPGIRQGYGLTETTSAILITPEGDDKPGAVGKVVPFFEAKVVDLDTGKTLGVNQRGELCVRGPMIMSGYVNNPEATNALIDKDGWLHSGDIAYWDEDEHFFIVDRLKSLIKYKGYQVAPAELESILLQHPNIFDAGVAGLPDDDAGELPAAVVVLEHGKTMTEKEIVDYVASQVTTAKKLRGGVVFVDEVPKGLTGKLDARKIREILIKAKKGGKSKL
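Purified P. pyralis luciferase (10nM final) with 10uM D-luciferin and 10uM ATP (Km levels) in 50mM Tris acetate pH 7.5, 10mM Mg acetate, 0.01% Tween-20, 0.05% BSA; qHTS 6-point titration, ~60 µM downward; luminescence read.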
An asterisk follows results filed as active; ? = inconclusive. Potency is read from the fitted curve at half-maximal effect. The list is partial; the hit share may differ from the screen's.

SMILES	FLuc modulator
CCn1cc(S(=O)(=O)c2ccccc2)c(=O)c2cc(F)c(N3CCCCCC3)cc21	-8%
CC(C)CCNC(=O)c1c[nH]c2ccc(S(=O)(=O)Nc3cccc(C(F)(F)F)c3)cc2c1=O	?
CCc1ccc(NC(=O)CC2C(=O)N(c3ccc(OC)cc3)C(=O)N2Cc2ccc(OC)cc2)cc1 (centres undefined)	-7%
O=c1c2c3c(sc2n(Cc2ccccc2F)c(=O)n1-c1ccc(Cl)cc1)CCCC3	4%
CN(C(=O)CSc1nnc(-c2ccc([N+](=O)[O-])cc2)o1)C1CCCCC1	-1%
Cc1ccc(S(=O)(=O)N2CCCc3cc(NC(=O)c4ccc(Cl)cc4)ccc32)cc1	3%
CCOC(=O)c1cnc2cc(-c3ccc(Cl)cc3)nn2c1-c1ccccc1	0%
COc1cccc(N2CCN(C(=O)c3ccc(C)c(NC(=O)c4nsc5ccccc45)c3)CC2)c1	-2%
COc1cccc(NC(=O)Cn2c(=O)n(CC(=O)NCCc3ccccc3)c(=O)c3sccc32)c1	3%
CCN(C(=O)c1cn(CC)c(=O)c2cc(OC)c(OC)cc12)c1ccc(C)c(C)c1	-3%
CC(=O)c1cccc(NC(=O)CCc2c(C)nc3nc(CN)nn3c2C)c1	0%
COc1cc(CNC(=O)c2ccc3nc(Cc4ccccc4)oc3c2)cc(OC)c1OC	0%
COc1ccccc1CNC(=O)c1oc2c(c1C)-c1nn(Cc3ccc(Cl)cc3)cc1CC2	-7%
COc1ccc(C(=O)NCC(c2ccc3c(c2)OCO3)N2CCN(c3ccc(F)cc3)CC2)cc1 (centres undefined)	2%
O=C1c2oc3ccccc3c(=O)c2C(c2cccc(O)c2)N1Cc1ccc(F)cc1 (centres undefined)	-1%
COc1ccc(NC(=O)CCSc2nc(-c3ccc(OC)cc3)cc(C(F)(F)F)n2)cc1	3%
O=C(NCc1nc2cccnc2n1Cc1ccc(F)cc1)c1ccccc1C(F)(F)F	-6%
COC(=O)c1cc2sccc2n1CC(=O)Nc1ccc(C)cc1C	-10%
Cc1ccc(NC(=O)C2CCCN(S(=O)(=O)c3cccc4cccnc34)C2)cc1Cl (centres undefined)	-8%
O=C(Cn1cnc2c(nc3n2CCCCC3)c1=O)Nc1ccc(F)c(Cl)c1	-8%
COc1ccccc1CNC(=O)C(=O)NCC(c1ccco1)S(=O)(=O)c1cccs1 (centres undefined)	-2%
CCn1c(C(=O)N2CCC(C(=O)N3CCN(c4ccc(OC)cc4)CC3)CC2)cc2sccc21	-12%
CC(=O)c1ccc(NC(=O)c2ccc3c(c2)nnn3C2CCCC2)cc1	-5%
CCCCNC(=O)C1CCN(S(=O)(=O)CCC)CC1	-1%
CCOC(=O)c1cccc(NC(=O)C2CCN(c3nnc(C)c4c(C)n(-c5ccccc5)nc34)CC2)c1	?
CCOC(=O)N1CCN(C(=O)Cn2ncc3c4ccccc4n(Cc4ccc(F)cc4)c3c2=O)CC1	-11%
COc1ccc(-c2nc(CSCC(=O)N3CCN(c4ccccc4F)CC3)c(C)o2)cc1	-18%
Clc1cccc(N2CCN(c3c4c(nc5nncn35)CCC4)CC2)c1	-9%
Cc1ccccc1CNC(=O)c1ccc(NC(=O)c2nsc3ccccc23)cc1	6.7µM*
COc1ccc(Cl)cc1NC(=O)CCS(=O)(=O)c1nc(-c2cccs2)cc(C(F)(F)F)n1	-10%
O=C(Cn1ncc2c3ccccc3n(Cc3ccccc3)c2c1=O)NCc1cccs1	1%
CCOC(=O)c1c(C)[nH]c(C)c1S(=O)(=O)N(C)CC(=O)Nc1cccc(C(F)(F)F)c1	2%
Cc1cc(F)ccc1Nc1nc2ccccc2n2nnnc12	1%
Cc1ccc2c(CC(=O)Nc3cc(C(F)(F)F)ccc3Cl)coc2c1C	0%
CC(C)(C)c1ccc(-c2nc3cc(NC(=O)c4cc5ccccc5o4)ccc3o2)cc1	?
CCOc1ccccc1NC(=O)Cn1c(=O)n(Cc2ccccc2)c(=O)c2c1c1cc(C)ccc1n2C	-6%
CCS(=O)(=O)N1CCc2cc(C(=O)Nc3ccc(Br)cc3F)ccc21	?
Cc1cc(-n2ccnc(NCCc3ccc(S(N)(=O)=O)cc3)c2=O)ccc1Br	-2%
CCOC(=O)CCCCN(Cc1ccccc1F)S(=O)(=O)c1ccc(F)c(C(=O)Nc2cc(Cl)cc(Cl)c2)c1	-4%
CCN(C(=O)Cn1cc(S(=O)(=O)N2CCN(c3ccccc3F)CC2)c2ccccc2c1=O)c1ccc(C)c(C)c1	-4%
O=C(NCc1ccco1)c1ccc2c(c1)N(Cc1ccccc1)C(=O)c1ccccc1S2(=O)=O	-1%
CC(=O)N1CCc2cc(CNC(=O)Nc3ccc(Br)c(C)c3)ccc21	0%
Cc1ccc(-c2cn3c(n2)sc2cc(C(=O)N4CCCCC4)ccc23)cc1	-10%
Cc1ccc(CNS(=O)(=O)c2cnc(N)nc2)cc1	-1%
O=c1ccc2cc(S(=O)(=O)N3CCCC3)ccc2[nH]1	-2%
CCc1cccc(-n2nnc(-c3nsc(NC(=O)c4cccc(OC)c4)n3)c2C)c1	-2%
Cc1ccc(N2CCN(C(=O)c3c(C)oc4nc(C)nc(N5CCCC5)c34)CC2)c(C)c1	-3%
COc1cc(C(=O)Nc2ccc3oc(-c4ccccc4)nc3c2)cc(OC)c1OC	-18%
Cc1cc(OC(C)C(=O)N2CCC(c3nc4ccccc4o3)CC2)ccc1Cl (centres undefined)	-15%
Cc1ccc(CNC(=O)c2c(-c3ccccc3Cl)noc2C)o1	4%
Cc1ccc(C)c(N2CCN(C(=O)C3CCN(c4nc(-c5ccc(C(C)C)cc5)no4)CC3)CC2)c1	12µM*
Cc1ccc(NC(=O)Cn2c(=O)n(Cc3nc(C)no3)c(=O)c3cc4c(cc32)OCO4)c(C)c1	-1%
CCOc1ccc(CNC(=O)C2CCCN(S(=O)(=O)N(C)c3ccc(F)cc3)C2)cc1OC (centres undefined)	4%
Cc1ccc(CN2COc3cc(C)c4c(oc(=O)c5ccccc54)c3C2)cc1	-7%
Cc1scc(CN2CCN(c3ccccc3F)CC2)c1C	-2%
O=C(Nc1ccccc1Br)C(Cc1ccccc1)NS(=O)(=O)c1cccc2nsnc12 (centres undefined)	2%
CCn1cc(C(=O)NCCc2ccccc2)c(=O)c2cc(S(=O)(=O)N3CCOCC3)ccc21	-7%
CCOCCc1nnc(NC(=O)C(=O)c2cc(C)n(-c3ccc(C)c(C)c3)c2C)s1	2%
COc1ccc(CNC(=O)C(C(C)C)N2Cc3ccccc3C2=O)cc1 (centres undefined)	-3%
CCOc1ccccc1NS(=O)(=O)c1ccc2c(c1)CC(C)N2C(=O)C1CC1 (centres undefined)	-4%

Other records follow:
SMILES	FLuc modulator
COc1ccc(Br)cc1Cn1nnc(C(=O)Nc2cccc(SC)c2)c1N	-1%
Cc1cc2c(cc1NS(=O)(=O)c1cccc(C#N)c1)n(C)c(=O)c(=O)n2C	3%
COc1cc(OC)cc(C(=O)Nc2cc(-c3nc4cc(Cl)ccc4o3)ccc2Cl)c1	-14%
CCC(CC)C(=O)N1CCc2cc(OC)c(OC)cc2C1COc1ccc2c(C)cc(=O)oc2c1 (centres undefined)	3%
Cc1oc2c(c1C(=O)NCc1cccc(Br)c1)C1=NCCN1C=N2	0%
COC(=O)c1ccccc1NC(=O)c1cnn(-c2ccc(F)cc2)c1-n1cccc1	-3%
Cc1cccc(Cn2cc(S(=O)(=O)c3cccc(Cl)c3)c(=O)c3cc(F)c(N4CCOCC4)cc32)c1	2%
CCOC(=O)c1c(NC(=O)c2cc(Cl)ccc2Cl)sc2c1CCCC2	-1%
CCc1cccc(NC(=O)C2CCC(CNS(=O)(=O)c3ccc(Br)s3)CC2)c1 (centres undefined)	0%
O=C(NCCc1ccccc1)c1ccc(Cn2c(SCc3ccccc3F)nc3cccnc32)cc1	5.4µM*
CCc1ccc(NC(=O)CSC2=Nc3ccccc3C3=NC(CC(=O)NCc4ccc5c(c4)OCO5)C(=O)N23)cc1 (centres undefined)	-13%
COc1cccc(NC(=O)Nc2cccc(-c3cn4cccnc4n3)c2)c1	6.7µM*
CCC(=O)Nc1ccc(CC)cc1-c1nc2ccccc2n(CC(=O)Nc2cccc(OC)c2)c1=O	0%
COc1ccc(-n2c(SCC(=O)Nc3nnc(C)s3)nc3c([nH]c4ccccc43)c2=O)cc1	3%
Cc1c(Cl)cccc1NC(=O)CSc1nc(=O)n(Cc2ccncc2)c2c1CCC2	-2%
Cc1ccc(CNC(=O)c2cccn2-c2nnc(N3CCCC3)s2)cc1	-10%
O=C(CSCc1ccc(F)cc1)N1CCc2c([nH]c3ccccc23)C1c1ccc(F)cc1 (centres undefined)	4%
CCSc1nc2sc3c(c2c(=O)n1-c1ccc(C)cc1)CCCC3	-12%
Cc1ccccc1C(=O)Nc1sc2c(c1C(=O)N1CCC(C)CC1)CCCC2	-1%
CCOc1ccccc1NC(=O)C1CCN(S(=O)(=O)c2c(C)noc2/C=C/c2ccco2)CC1	-7%
COc1ccc(-n2nc3c(N4CCC(C(=O)NCCc5ccccc5)CC4)nnc(C)c3c2C)cc1	1%
CCc1ccc(S(=O)(=O)N(C(C)=O)c2ccc3oc4c(c3c2)CCCC4)cc1	-10%
COc1cccc(-c2n[nH]c3c2C(c2cccc(O)c2)N(C)C3=O)c1 (centres undefined)	-15%
CCC(C)NC(=O)c1[nH]c2cc(OC)ccc2c1Sc1ccc(C)cc1 (centres undefined)	-4%
Cc1ccc2cc3cc(C(=O)N(C)c4ccccc4C)oc3nc2c1	6.7µM*
CCOc1ccc(CN(C(=O)c2cc(=O)c3cc(Cl)ccc3o2)C2CCS(=O)(=O)C2)cc1 (centres undefined)	1%
CNC(=O)COc1ccc(NC(=O)c2ccc(-c3nn(C)c(=O)c4ccccc34)cc2)cc1	3%
Cc1ccc(C(=O)Nc2ccc(Br)cc2)cc1S(=O)(=O)NCc1ccccc1	-13%
CCc1ccc(S(=O)(=O)c2cnc3ccc(OC)cc3c2N2CCCC(C)C2)cc1 (centres undefined)	-9%
Cc1cc(C)c2c(=O)cc(C(=O)Nc3ccc(C)c(Cl)c3)oc2c1	-4%
CCOc1ccc(NC(=O)Cn2cnc3sc(C)c(S(=O)(=O)N4CCN(c5ccccc5OC)CC4)c3c2=O)cc1	5%
CCc1ccccc1Nc1nc2ccccc2n2cnnc12	2%
CCOc1ccccc1NC(=O)N1CCc2c(sc3c2CCCC3)C1c1ccccc1 (centres undefined)	-2%
COc1ccc(-n2nc(C(=O)NCCCOC(C)C)c3c4ccccc4n(C)c3c2=O)cc1	2%
COc1ccc2nc(SCC(=O)c3c(C)[nH]c4ccccc34)nc(C)c2c1	-6%
COc1ccc(Oc2nc3c(C)cccn3c(=O)c2/C=C(\C#N)c2nc3ccccc3[nH]2)cc1	-5%
CCc1ccc2oc(-c3ccc(NC(=O)c4cc5ccccc5o4)cc3)nc2c1	-1%
O=C1CC(c2c(Cl)cccc2Cl)c2c(ccc3ccccc23)N1 (centres undefined)	-18%
Cc1cccc(N2CCN(C3=C(c4ccccc4)C(=O)c4ccccc43)CC2)c1C	-8%
COC(=O)c1cc2c(cc1NC(=O)c1c(C)nn(-c3ccc(C)cc3)c1-n1cccc1)OCO2	-3%
CN(Cc1ccccc1)C(=O)CCS(=O)(=O)c1cc(Br)cc2c1N(C(=O)C1CC1)CC2	-9%
CC(C)Cc1ccc(S(=O)(=O)N2CCN(Cc3noc(CCC(=O)N4CCCCC4)n3)CC2)cc1	-3%
CCC(=O)N1CCc2cc(Br)cc(S(=O)(=O)N3CCN(c4ccccc4OC)CC3)c21	-3%
COc1ccc2nc(N3CCN(C(=O)C4CC4)CC3)sc2c1	?
CN1CCN(c2ccc(-c3nc(-c4ccccc4)no3)cc2[N+](=O)[O-])CC1	-12%
Cc1nc2nc(SCC(=O)NCc3ccccc3Cl)nn2c(C)c1Cc1ccccc1	-10%
Cc1ccc2c(=O)c(C(=O)c3ccccc3)cn(CC(=O)Nc3ccccc3)c2n1	-4%
Nc1c(C(=O)NCc2ccc(Cl)cc2)sc2nc(-c3ccc(F)cc3)ccc12	-1%

Reformatted with bars between the fields: entries from further up
Compound | FLuc modulator
CCc1ccc(S(=O)(=O)c2cnc3ccc(OC)cc3c2N2CCCC(C)C2)cc1 (centres undefined) | -9%
Cc1cc(C)c2c(=O)cc(C(=O)Nc3ccc(C)c(Cl)c3)oc2c1 | -4%
CCOc1ccc(NC(=O)Cn2cnc3sc(C)c(S(=O)(=O)N4CCN(c5ccccc5OC)CC4)c3c2=O)cc1 | 5%
CCc1ccccc1Nc1nc2ccccc2n2cnnc12 | 2%
CCOc1ccccc1NC(=O)N1CCc2c(sc3c2CCCC3)C1c1ccccc1 (centres undefined) | -2%
COc1ccc(-n2nc(C(=O)NCCCOC(C)C)c3c4ccccc4n(C)c3c2=O)cc1 | 2%
COc1ccc2nc(SCC(=O)c3c(C)[nH]c4ccccc34)nc(C)c2c1 | -6%
COc1ccc(Oc2nc3c(C)cccn3c(=O)c2/C=C(\C#N)c2nc3ccccc3[nH]2)cc1 | -5%
CCc1ccc2oc(-c3ccc(NC(=O)c4cc5ccccc5o4)cc3)nc2c1 | -1%
O=C1CC(c2c(Cl)cccc2Cl)c2c(ccc3ccccc23)N1 (centres undefined) | -18%
Cc1cccc(N2CCN(C3=C(c4ccccc4)C(=O)c4ccccc43)CC2)c1C | -8%
COC(=O)c1cc2c(cc1NC(=O)c1c(C)nn(-c3ccc(C)cc3)c1-n1cccc1)OCO2 | -3%
CN(Cc1ccccc1)C(=O)CCS(=O)(=O)c1cc(Br)cc2c1N(C(=O)C1CC1)CC2 | -9%
CC(C)Cc1ccc(S(=O)(=O)N2CCN(Cc3noc(CCC(=O)N4CCCCC4)n3)CC2)cc1 | -3%
CCC(=O)N1CCc2cc(Br)cc(S(=O)(=O)N3CCN(c4ccccc4OC)CC3)c21 | -3%
COc1ccc2nc(N3CCN(C(=O)C4CC4)CC3)sc2c1 | ?
CN1CCN(c2ccc(-c3nc(-c4ccccc4)no3)cc2[N+](=O)[O-])CC1 | -12%

Screening results as filed in PubChem.
